CBFb RUNX1 block: qHTS Assay for Compounds Blocking the Interaction Between CBF-beta and RUNX1 for the Treatment of Acute Myeloid Leukemia | Runt-related transcription factor 1 (Homo sapiens) + Core-binding factor subunit beta … | AlphaScreen CBFb-His/RUNX1-biotin binding, biochemical | Potency, µM (titrated, usually from 59.8 µM), inactives show at the top dose activity, negative = inhibition, actives largely listed as inhibitors | 230,000 tested, under 10 active | AID 1477, 2009; also: % of control where 0% means no effect
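Interaction loss through any mechanism counts as activity. Pre-formed complex of His-CBF-beta and biotin-RUNX1 (30 nM apiece) is incubated with compound 15 min, then with 50 ng nickel and 50 ng streptavidin beads for 90 min before AlphaScreen detection.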
GAA spleen mod: qHTS Assay for Inhibitors and Activators of Human alpha-Glucosidase From Spleen Homogenate; Lysosomal alpha-glucosidase (Homo sapiens), P10253; human spleen homogenate, 4-MU-alpha-glucoside fluorescence; Potency, µM (top dose mostly 79.9 µM), for the others: top-dose activity change, negative = inhibition, hits mostly inhibitors; hit rate 0.006% among 240,000;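 also: potency is read from the fitted curve at half-maximal effect; 0% = enzyme with vehicle and -100% = no enzyme basal signal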
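AC50 values come from Hill-equation fits of concentration-response data, normalized to no-enzyme and full-activity controls. Enzyme source: 1 ug human spleen homogenate; 1 mM fluorogenic 4-MU glucoside, pH 5.0 citrate buffer, 37 C, 40 min.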
HTT aggregate: qHTS Multiplex Assay to Identify Dual Action Probes in a Cell Model of Huntington: Aggregate Formation (GFP) | Potency, µM (titrated, usually from 46.1 µM), for the others: at the top dose activity change, negative = inhibition, hits mostly inhibitors | PC12 HttQ103-GFP aggregates, Acumen cytometry, 40 h | hit rate 1.1% among 220,000; also: potency is read from the fitted curve at half-maximal effect; % is scaled to controls: 0 for no effect and ±100 for the full control effect; nearly all actives have a fitted effect of over 60% in size
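Steps: seed 1500 PC12 HTTQ103-GFP cells/well; add tebufenozide, 100 nM final; add compound titration; add ATPLite reagent; quantify GFP aggregates by laser scanning cytometry.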
Lamin A splicing: qHTS Assay for Modulators of Lamin A Splicing | HeLa LMNA splicing GFP/RFP minigene ratio, 48 h | Potency, µM (top dose mostly 46.1 µM), for inactives: top-dose ratio change, negative = inhibition, most hits filed as inhibitors | hit rate 0.01% among 200,000; active = well fitted inhibition curve with a large enough effect in the signal ratio, with a control signal flat, not every such curve was filed as active; inconclusive = small, poorly fitted or top-dose-only effect, or effect the other way, or a change in a side signal; the % refers to the signal ratio; also: potency is read from the fitted curve at half-maximal effect; % is scaled to controls: 0 for no effect and ±100 for the full control effect
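S3 HeLa cells stably expressing lamin A-EGFP splicing minigene plus DsRed2, 600 cells/well, 48 h compound exposure at 37C. Laser-scanning cytometry; analysed as GFP (500-530 nm)/RFP (575-640 nm) total intensity ratio; 0.5% DMSO vehicle.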
HTT cytoprotect: qHTS Multiplex Assay to Identify Dual Action Probes in a Cell Model of Huntington: Cytoprotection (ATP); PC12 HTT-Q103 induced, cytoprotection, ATP luminescence, 40 h; AID 1471, 2008; hit rate 0.14% among 230,000; Potency, µM (titrated, usually from 56.4 µM), for the others: cytoprotection (ATP increase), usual class: activators;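 also: potency is read from the fitted curve at half-maximal effect; % of control where 0% means no effect; nearly all actives have a fitted effect of over 45% in size; toxic huntingtin expression switched on by the ecdysone agonist tebufenozide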
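Stable PC12 Q103-GFP cells in serum-supplemented, phenol red-free DMEM; induction by tebufenozide at 100 nM final; compound dose series; cell viability quantified luminescently from ATP.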
GAA inh: qHTS Assay for Inhibitors of Human alpha-Glucosidase as a Potential Chaperone Treatment of Pompe Disease; purified human GAA, 4-MU-alpha-glucoside fluorescence; Lysosomal alpha-glucosidase (Homo sapiens), P10253; Potency, µM (titrated, usually from 76.9 µM), for inactives: at the highest dose activity change, negative = inhibition, hits mostly inhibitors; hit rate 0.005% among 200,000; AID 1466, 2008;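 also: potency is read from the fitted curve at half-maximal effect; plate controls were uninhibited enzyme wells for no effect and no-enzyme background for full effect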
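Activity normalized between no-enzyme (basal) and enzyme-only wells. Conditions: 4 nM human enzyme, 400 uM fluorogenic substrate, citrate/phosphate pH 5.0 with Tween-20, 20 min room temperature, compounds up to 77 uM.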
GAA glycogen: qHTS Assay for Inhibitors and Activators of Human alpha-Glucosidase Cleavage of Glycogen. Potency, µM (doses to about 76.4 µM), for the others: at the highest dose activity change, negative = inhibition, hits mostly inhibitors. recombinant GAA, glycogen substrate, Amplex Red glucose oxidase fluorescence. hit rate 0.38% among 300,000;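 also: potency is read from the fitted curve at half-maximal effect; 0% = full enzyme reaction and -100% = no-enzyme basal signal; the screen sought inhibitors and activators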
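Natural-substrate format: glycogen cleavage by 4 nM human enzyme, glucose read by Amplex Red coupling (Ex 573, Em 610 nm). Normalized to enzyme and no-enzyme controls.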
* = called active by the depositor; u = inconclusive; x = no result given; & = joins results of further samples; [ ] = remark or other dose. Unless noted, calls follow the shape of the dose curve; as a rule, active = well fitted curve in the direction sought with a large enough effect; inconclusive = small, poorly fitted or top-dose-only effect, or another doubt; inactive = no such curve, though single readings can be large; an effect the other way counts as inactive or inconclusive.

No. | SMILES | CBFb RUNX1 block | GAA spleen mod | HTT aggregate | Lamin A splicing | HTT cytoprotect | GAA inh | GAA glycogen
1 | COc1ccc2[nH]cc(CCN(C)C)c2c1 | -5.9%&5.9%&6.4% | -1.7%&2.9%&0.6% | 22.7% | -11.7%[46 µM] | u | -3.3% | -3.9%
2 | CNC(=O)OCC[N+](C)(C)C | 6.8% | 10.9% | -1.7% | u | -5.5% | x | x
3 | COP(=O)(OC)O/C(=C\Cl)c1cc(Cl)c(Cl)cc1Cl | 21.3%[21.7 µM] | 6.4% | x | x | 3.3% | x | x
4 | CCC(C)NC(=O)c1c(N)n(Cc2ccc3c(c2)OCO3)c2nc3ccccc3nc12 (stereo not given) | 13.5% | 7.2% | u | u | -17.9%[0.074 µM] | u | -14.3%
5 | CCN(CC)CCCNC(=O)c1c(O)c2ccccc2n(Cc2ccccc2)c1=O | -2.7% | -6.4% | -13.2% | -2.9%[0.0737 µM] | -1.6% | -2.3% | -4.4%
6 | CCOC(=O)C1(CCCc2ccccc2)CCN(C2CCC2)CC1 | 4.3% | -4.9% | -19.9%[9.22 µM] | x | 0.0%[10 µM] | -11.1% | -9.1%
7 | CCOc1ccc(C2(C#N)CC[N+](C)(C)CC2)cc1 | 3.2% | -23.6% | 1.3% | 6.6%[0.0737 µM] | 5.1% | -5.9% | 0.4%
8 | Cc1nc2ccccc2c(=O)n1-c1ccc(F)cc1 | 5.7% | 1.4% | -10.9% | 10.8% | 1.2%[1.9 µM] | 2.1% | 5.3%
9 | CNP1(NC)=Nc2nn(-c3ccccc3)c(N)c2C(c2ccccc2)=N1 | -0.8% | -5.7% | -15.8% | -7.8% | -23.8% | -3.6% | -1.8%
10 | Cc1ccccc1[N+](=O)[O-] | 3.5%[21.7 µM] | 8.0% | x | x | -2.5% | x | x
11 | COc1ccccc1N1CCNCC1 | -11.0%&6.8% | 2.8%&0.6%&-10.0% | 8.2% | u | 13.3% | x | 2.0%
12 | Cc1ccc(OP(N)(=O)Oc2ccc(C)cc2)cc1 | 1.2% | 9.1% | -12.1% | -7.3%[46 µM] | 4.3%[10 µM] | 0.2% | 3.1%
13 | O=c1c2ccccc2nc(-c2ccco2)n1-c1nccs1 | -17.5% | -5.6% | -3.4% | 2.9% | -8.2% | -10.5% | -11.2%
14 | CN1CCc2nc3sc(C#N)c(N)c3c(-c3cccs3)c2C1 | -13.9% | -12.8% | -3.6% | 0.1% | 12.6µM* | -4.3% | 1.3%
15 | CCC(Cl)[N+](=O)[O-] (stereo not given) | -9.5%[21.7 µM] | -4.2% | x | x | -0.8% | x | x
16 | Cc1ccc(-n2c(O)c(/C=N/NC(=O)c3ccncc3)c(=O)[nH]c2=O)cc1 | -3.3% | -0.2% | -1.3% | -12.3% | -10.6%[10 µM] | -8.4% | 10.9%
17 | CCCCCC[N+](=O)[O-] | 10.5%[21.7 µM] | 6.9% | x | x | -1.2% | x | x
18 | Cc1ccc(Sc2ccc(C=C3C(=O)N(C)C(=O)N(C)C3=O)o2)cc1 | 4.4% | -5.8% | 9.9% | x | -28.0% | 3.0% | -5.8%
19 | CC(=O)C1C(=O)NC23CCCCC2C1c1ccccc1O3 (stereo not given) | -2.2% | -19.9% | 6.4% | -11.1% | 9.6%[10 µM] | 4.3% | -4.5%
20 | Cc1c(Cl)cccc1NC(=S)N1CC2CC(C1)c1cccc(=O)n1C2 (stereo not given) | -0.9% | 3.9% | -7.3% | -5.4% | 4.4%[10 µM] | -4.2% | 4.9%
21 | O=c1[nH]c(=O)n(CCc2ccccc2)c(O)c1C=NCCN1CCNCC1 | 6.4% | -8.7% | -6.8% | 16.0% | -14.8% | -5.9% | 0.6%
22 | COc1ccc2nc3oc(C(=O)N4CCC5(CC4)OCCO5)cc3cc2c1 | 8.3% | x | 3.4% | 6.9%[9.22 µM] | 10.7%[10 µM] | 9.1% | -5.8%
23 | Cc1ccc(C)c(NC(=S)NCCc2cnc[nH]2)c1 | -1.2% | -2.1% | -2.5%[9.22 µM] | x | -0.1%[10 µM] | x | -4.8%
24 | CC(NCc1cccc(Cl)c1Cl)C(O)c1ccccc1 (stereo not given) | 9.0% | -2.7% | -3.2% | -7.6% | 16.3%[10 µM] | -1.2% | -4.9%
25 | CN(C)CCNC(=O)c1cccn(Cc2cc(C(F)(F)F)cc(C(F)(F)F)c2)c1=O | -6.1% | 3.3% | -5.5% | x | -34.5% | u | 3.4%
26 | O=c1oc2ccccc2c(O)c1[C@H]1c2ccc(O)cc2Oc2c1c(=O)oc1ccccc21 | 7.7% | 2.8% | -5.9%[9.22 µM] | x | 17.8%[10 µM] | x | -1.2%
27 | C[C@H]1CCC/C=C/C2C[C@H](O)C[C@H]2[C@H](O)/C=C/C(=O)O1 (stereo not given in full) | 11.2%&-9.9% | -4.4%&-3.7% | x | x | -162.0%[inhibitor] | x | x
28 | Cc1ccccc1N1C(=O)NC(=O)/C(=C\c2cc(C)n(C)c2C)C1=O | 7.5% | -5.7% | 11.4% | u | -10.1% | -5.6% | 0.3%
29 | CCCCCCn1c(=O)c(C(=O)Nc2cnccn2)c(O)c2ccccc21 | 8.3% | -2.7% | u | x | 12.5% | -4.0% | 8.9%
30 | O=C1NC(=O)C(CCc2ccncc2)(CCc2ccncc2)C(=O)N1Cc1ccc(F)cc1 | 1.2% | -18.3% | -21.2%[9.22 µM] | x | -25.6%[10 µM] | u | -9.7%
31 | C=C(C)[C@H]1Cc2c(ccc3c2O[C@@H]2COc4cc(OC)c(OC)cc4[C@@H]2C3=O)O1 | -7.0% | 6.9%&3.4% | -31.9% | u | -78.3%[inhibitor] | x | x
32 | NCCc1c[nH]c2ccc(O)cc12 | -5.2% | 4.0% | x | -4.4%&-9.7% | -1.9% | x | x
33 | COc1ccc(Cn2c(N)c(C(=O)NCc3ccco3)c3nc4ccccc4nc32)cc1 | 17.2% | 21.6% | u | u | -33.1% | u | 2.2%
34 | CC(N)C(O)c1ccc(O)c(O)c1 (stereo not given) | 2.5% | 2.5%&5.1% | x | x | u | x | x
35 | CCOC(=O)N1CCC(NC(=O)CCc2nc(C3=CCN(C)CC3)no2)CC1 | -17.5% | -7.4% | 4.4% | 3.3% | -3.7% | -6.0% | 18.1%
36 | O=C(CNC(=O)c1ccc(Br)cc1)Nc1ccc(Br)cc1C(=O)c1ccccc1 | -2.8% | -4.2% | -21.2% | -5.2% | 5.4%[10 µM] | 9.0% | -4.8%
37 | Cc1cc(C)cc(NC(=O)Cn2c(=O)oc3cc(S(=O)(=O)N4CC(C)CC(C)C4)ccc32)c1 (stereo not given) | 0.5% | -0.7% | u | -13.1% | -70.0%[inhibitor] | u | 4.9%
38 | c1nc2nc3c(c(N4CCNCC4)n2n1)CCCC3 | 12.5% | 2.3% | 17.9%[9.22 µM] | x | 18.9%[10 µM] | x | 8.0%
39 | C[N+](C)(C)CC#CCOC(=O)Nc1cccc(Cl)c1 | 11.6%&10.9%&2.6% | -2.2%&-1.9%&-0.1% | x | u | -6.9% | x | x
40 | CC1CCCC(C)N1/N=C/c1c[nH]c2ccc(Br)cc12 (stereo not given) | -2.1% | 0.2% | u | -7.2% | -11.2%[10 µM] | u | -16.0%
41 | C=CCn1c(O)c(C(C)=NCCc2ccccc2)c(=O)[nH]c1=O | 10.9% | 3.1% | 12.3% | -1.6% | 2.4% | -2.9% | -2.9%
42 | COc1ccccc1OCC(=O)N1CCN(Cc2ccc3c(c2)OCO3)CC1 | 3.1% | 0.7% | 3.1%[9.22 µM] | x | 7.3%[10 µM] | 2.4% | 13.0%
43 | CCC(=O)OC1(c2ccccc2)C(C)CN(C)CC1C (stereo not given) | 8.5% | -5.6% | 10.8%[9.22 µM] | -2.3%[46 µM] | 16.7%[10 µM] | 1.3% | 19.9%
44 | Cc1ccc(S(=O)(=O)N(C)CCCC(=O)N2CCN(c3ccccn3)CC2)cc1 | 3.2% | -1.5% | -31.6% | u | 6.1%[10 µM] | -1.3% | 6.7%
45 | COc1ccc(S(=O)(=O)Nc2cc([N+](=O)[O-])ccc2OC)cc1 | -0.2% | 4.7% | -11.5% | u | -15.6%[10 µM] | 0.2% | -9.6%
46 | Cc1ccc(C(=O)n2cc(CCN3CCS(=O)(=O)CC3)c3ccccc32)cc1 | -3.2% | 6.0% | -3.9% | 11.6% | -28.6% | 5.4% | 2.0%
47 | Fc1ccc(CCNCc2ccc(Br)cc2)cc1 | 19.6% | -2.3% | 6.5% | -1.1% | x | -10.5% | 0.5%
48 | CCOC(=O)C(O)(c1ccc(NC(=O)Oc2ccccc2)cc1)C(F)(F)F (stereo not given) | 3.1% | -1.0% | 20.9% | -0.7% | -2.3%[10 µM] | 2.9% | 0.2%
49 | Cc1ccc(O)c(C(=O)c2cc(C(=O)NCCC(C)C)c(=O)n(CCC(C)C)c2)c1 | -11.0% | -11.0% | u | u | -8.4% | -0.5% | -0.2%
50 | CN1C[C@@H](NS(=O)(=O)N(C)C)C[C@@H]2c3cccc4c3c(cn4C)C[C@H]21 | 9.3% | -2.3% | -12.5% | x | -28.1% | x | x

5 compounds picked at random from those above, as already listed:
No. | SMILES | CBFb RUNX1 block | GAA spleen mod | HTT aggregate | Lamin A splicing | HTT cytoprotect | GAA inh | GAA glycogen
44 | Cc1ccc(S(=O)(=O)N(C)CCCC(=O)N2CCN(c3ccccn3)CC2)cc1 | 3.2% | -1.5% | -31.6% | u | 6.1%[10 µM] | -1.3% | 6.7%
49 | Cc1ccc(O)c(C(=O)c2cc(C(=O)NCCC(C)C)c(=O)n(CCC(C)C)c2)c1 | -11.0% | -11.0% | u | u | -8.4% | -0.5% | -0.2%
40 | CC1CCCC(C)N1/N=C/c1c[nH]c2ccc(Br)cc12 (stereo not given) | -2.1% | 0.2% | u | -7.2% | -11.2%[10 µM] | u | -16.0%
45 | COc1ccc(S(=O)(=O)Nc2cc([N+](=O)[O-])ccc2OC)cc1 | -0.2% | 4.7% | -11.5% | u | -15.6%[10 µM] | 0.2% | -9.6%
39 | C[N+](C)(C)CC#CCOC(=O)Nc1cccc(Cl)c1 | 11.6%&10.9%&2.6% | -2.2%&-1.9%&-0.1% | x | u | -6.9% | x | x

From PubChem BioAssay

Only part of the results is shown; count on the stated rates, not on these rows.
